3CLpro inhibitor: SARS-CoV 3CLpro protease inhibition. P0C6X7. recombinant SARS-CoV 3CLpro, quenched FRET peptide cleavage. inhibition, % at 6 µM. hit rate 0.14% among 290,000. AID 1706; in the data active = inhibition above about 12%
CCHF vOTU inh: blocks the CCHF virus ovarian tumor domain protease. CCHFV vOTU protease, Pep-AMC fluorescence. inhibition, % at 11.5 µM. hit rate 0.55% among 370,000. AID 651958; in the data active = inhibition above about 30%; also: 0% = vehicle wells with enzyme and 100% = no enzyme wells
MazF activator: activators of E. coli MazEF toxin-antitoxin RNase. FAM/BHQ RNA-DNA oligo cleavage fluorescence, 5 h. P0AE70. AID 504720. hit rate 0.32% among 350,000. activation, % at 20 µM; in the data active = activation above about 50%
Target sequence (P0AE70 whole entry, looked up): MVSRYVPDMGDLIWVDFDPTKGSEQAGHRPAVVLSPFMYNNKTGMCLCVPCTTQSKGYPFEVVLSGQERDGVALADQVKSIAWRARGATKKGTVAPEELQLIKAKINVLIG
SSB-PriA inh: blocks PriA binding to SSB C-terminal tail. AlphaScreen SSBct-PriA binding, biotinylated peptide. hit rate 0.6% among 430,000. inhibition, % at 33 µM; in the data active = inhibition mostly above about 37%, no sharp cut-off; inactive = mostly below about 20%;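 also: plate controls were negative control peptide for no effect and reference peptide for full effect; strong numbers were not always called active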
Anthrax LF inh2: anthrax lethal factor protease inhibition; inhibition, % at 10 µM; multiplex microsphere protease cleavage assay, LF; hit rate 0.12% among 360,000; P15917; also: plate controls were buffer without enzyme for full effect and enzyme alone for no effect
PrPC surface inh: inhibitors of human cell surface prion protein PrPC. P04156. TR-FRET read-out. inhibition, % at 13.8 µM. hit rate 0.43% among 370,000. AID 720596; in the data active = inhibition above about 24%; also: 0% = median of the test wells and 100% = reference compound wells
VHR inh abs: inhibitors of human VHR1 phosphatase (DUSP3). P51452. recombinant VHR phosphatase, pNPP absorbance. inhibition, % at 13.3 µM. hit rate 0.52% among 290,000. AID 1654; in the data active = inhibition above about 50%; also: some compounds called inactive have numbers as strong as hits
Target sequence (P51452 whole entry, looked up): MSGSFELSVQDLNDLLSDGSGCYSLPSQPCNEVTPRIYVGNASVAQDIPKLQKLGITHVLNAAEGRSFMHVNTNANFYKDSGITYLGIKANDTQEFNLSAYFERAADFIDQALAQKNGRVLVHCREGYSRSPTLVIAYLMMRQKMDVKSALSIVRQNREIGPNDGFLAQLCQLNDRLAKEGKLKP
BoNT A protease: blocks Botulinum neurotoxin A light chain protease; AID 588499; multiplex microsphere protease substrate cleavage, flow cytometry; hit rate 0.17% among 360,000; inhibition, % at 10 µM; also: plate controls were buffer without enzyme for full effect and enzyme alone for no effect
BoNT-F LC inh: blocks Botulinum neurotoxin F light chain protease. hit rate 0.22% among 360,000. inhibition, % at 10 µM. Multiplex microsphere protease cleavage assay, flow cytometry; in the data active = inhibition above about 35%, passing the limit was not always enough; inconclusive = no clear call, values can overlap the other calls; also: plate controls were buffer without enzyme for full effect and enzyme alone for no effect
Rv3671c inh: inhibits the M. tuberculosis serine protease Rv3671c; P9WHR9; inhibition, % at 5.96 µM; hit rate 0.048% among 320,000; AID 2606; in the data active = inhibition above about 38%;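 also: extracellular domain of Rv3671c used as enzyme; 0% = enzyme with DMSO and 100% = no enzyme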
Target sequence (P9WHR9 whole entry, looked up, the tested form may be a part): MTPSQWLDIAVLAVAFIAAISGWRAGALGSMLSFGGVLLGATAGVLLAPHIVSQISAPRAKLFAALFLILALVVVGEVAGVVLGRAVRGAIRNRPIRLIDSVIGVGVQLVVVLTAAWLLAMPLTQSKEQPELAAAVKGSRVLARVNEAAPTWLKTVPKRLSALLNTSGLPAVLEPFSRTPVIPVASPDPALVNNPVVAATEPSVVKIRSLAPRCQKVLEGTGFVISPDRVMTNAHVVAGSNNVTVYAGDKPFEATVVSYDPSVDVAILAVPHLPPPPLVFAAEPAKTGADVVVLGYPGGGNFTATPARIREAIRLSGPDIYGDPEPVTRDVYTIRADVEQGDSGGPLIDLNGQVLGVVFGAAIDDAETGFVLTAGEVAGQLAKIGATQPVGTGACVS
* hit, by the source's call; ? = inconclusive; nt = not tested or not shown; & = joins results of further samples. Rule as the data show it, unless noted: active = inhibition above about 30%; inconclusive = no clear call, values can overlap the other calls; inactive = below that.

Order of results – MazF activator	PrPC surface inh	Anthrax LF inh2	BoNT A protease	SSB-PriA inh	Rv3671c inh	BoNT-F LC inh	3CLpro inhibitor	VHR inh abs	CCHF vOTU inh
> CCc1ccc2[nH]cc(S(=O)(=O)c3ccc(C)c(C)c3)c(=O)c2c1
→ 1	14	-5	0.3	-10	-23	-8	-3	-24	-2
> CCOC(=O)C1=C(C)N(CCCCCC(=O)O)C(=O)NC1c1cccc([N+](=O)[O-])c1 (configuration not stated)
→ 6	-1	-9	-0.3	-5	-3	0	-3	28	4
> COc1ccc(NC(=O)CCN2CCN(S(=O)(=O)c3ccc(OC)cc3)CC2)cc1
→ -5	0	-1	0.7	-9	8	-3	-1	7	11
> CC1(C)CC(=O)C(C(O)c2ccc([N+](=O)[O-])cc2)C(C)(C)N1 (configuration not stated)
→ 4	-11	15	1.2	-6	1	22	1	6	13
> Cc1ccc(OCC(=O)OC(C)CN2CCCCC2)cc1 (configuration not stated)
→ 1	-3	8	2.5	-2	-4	?	-5	-4	-16
> Cc1cccc(C(C)C)c1NC(=O)CN1C(=O)NC(Cc2ccccc2)C1=O (configuration not stated)
→ 1	-4	1	-2.8	3	-3	-13	nt	nt	12
> CC(C)(Oc1ccc(Cl)cc1)C(=O)OCC(=O)NCCc1ccc(S(N)(=O)=O)cc1
→ -3	-4	4	4.3	-13	nt	33	nt	nt	-4
> O=C1NC(c2ccccc2)=C(c2ccc3ccccc3n2)C(c2ccncc2)N1 (configuration not stated)
→ 8	-1	1	1.8	-2	-5	7	-2	26	-6
> CCOc1ccc2oc(C(=O)NN3C(C)CCCC3C)c(C)c2c1 (configuration not stated)
→ -2	8	0	1.8	-10	5	-2	6	21	8
> Cc1cc(NCc2ccccn2)n2c(nc3ccccc32)c1C#N
→ 8	-6	-6	0.7	1&-8	nt	-4	4	30	-18
> O=c1cc(-c2ccccc2)oc2cccc(O)c12
→ 10	-5	-8	-0.2	-11	nt	-6	nt	nt	-7
> COc1cnc(N(C)C)nc1Sc1cccc(Cl)c1
→ -3	-1	-2	-0.4	-20	-2	2	-3	8	6
> Cc1ccc(-c2nn3c(C)nnc3c3ccccc23)cc1S(=O)(=O)NC(C)(C)CO
→ -6	-6	-7	-0.8	-2	-3	-6	3	20	7
> COc1ccc2c(C(=O)CN3CCN(CCO)CC3)c[nH]c2c1
→ 5	2	3	3.1	-1	-5	-2	-7	29	0
> CC(=O)Nc1nc(C)c(CCC2OCCO2)c(=O)[nH]1
→ 5	5	-2	-3.2	-13	-12	17	-1	-5	-6
> O=C1CSC(=S)N1N=Cc1cccc2ccccc12
→ 3	-4	22	10	-7	nt	19	nt	nt	6
> O=C(NNC(=O)c1cccs1)c1ccco1
→ 4	-3	0	-1.2	-4	-7	5	5	20	11
> COc1ccc(NC(=O)C2CCC(CNc3c(N4CCCCC4)c(=O)c3=O)CC2)cc1OC (configuration not stated)
→ 4&9	-1&1	-8&-6	0.3&-0.5	-3&-10	-6	-5&-10	-2	-13	-7&4
> O=C(CN1c2ccccc2Sc2ccccc21)NNC(=S)Nc1ccc(Cl)cc1
→ -11	-5	-14	-0.8	11	10	?	-1	6	-8
> Cc1ccc(OCCCn2c(=O)sc3ccccc32)cc1
→ -6	6	1	-0.7	-9	-9	-15	6	20	3
> CCCCNC(=O)OC(C)CNC(=O)OC (configuration not stated)
→ -2	3	-4	-0.3	-16	5	4	-4	12	1
> CCCCN(C(=O)c1cc(S(=O)(=O)N2CCCCCC2)ccc1OC)c1c(N)n(CCC)c(=O)[nH]c1=O
→ 4	3	nt	nt	-29	-6	nt	nt	nt	19
> Cc1cc(=O)oc2cc(OC(C)C)ccc12
→ 3	6	3	-0.4	-18	1	0	1	15	-33
> O=c1c2sc3nc(N4CCOCC4)c4c(c3c2ncn1C(c1ccccc1)c1ccccc1)CCCC4
→ -21	-1	0	0.7	-6	nt	7	nt	nt	-7
> CCOC(=O)N1CCC(NC(=O)C2CCCN(Cc3nc(-c4cccc(C)c4)oc3C)C2)CC1 (configuration not stated)
→ 6	-1	-1	-0.6	-1	-1	-4	-2	-15	13
> Cn1c(=O)c2c(nc(N3CCN(C(=O)c4ccco4)CC3)n2CCSc2ncccn2)n(C)c1=O
→ 5	0	0	0.1	-14	4	2	3	26	3
> O=C(Nc1ccc2c(c1)OCCO2)C1CCCC1
→ 3	5	-2	0.4	-2	6	-13	nt	nt	2
> CN(C)CCCNC(=O)/C=C/c1ccc2c(c1)OCO2
→ 0	3	1	0.2	-2	2	-4	8	2	10
> COc1cccc2c1cc1c(=O)n(CC(=O)N3CCN(c4cccc(C)c4C)CC3)nc(C)n12
→ 7	1	-2	-2.3	-1	nt	-5	nt	nt	1
> Cc1cccc(C(=O)N2CCN(c3ccc(N4CCOCC4)nn3)CC2)c1
→ -5	-4	-1	1.0	-10	12	-4	-1	18	-23

Compound profiles (already shown).
`O=C(Nc1ccc2c(c1)OCCO2)C1CCCC1` is listed as MazF activator: 3; PrPC surface inh: 5; Anthrax LF inh2: -2; BoNT A protease: 0.4; SSB-PriA inh: -2; Rv3671c inh: 6; BoNT-F LC inh: -13; 3CLpro inhibitor: nt; VHR inh abs: nt; CCHF vOTU inh: 2
`COc1cnc(N(C)C)nc1Sc1cccc(Cl)c1` is listed as MazF activator: -3; PrPC surface inh: -1; Anthrax LF inh2: -2; BoNT A protease: -0.4; SSB-PriA inh: -20; Rv3671c inh: -2; BoNT-F LC inh: 2; 3CLpro inhibitor: -3; VHR inh abs: 8; CCHF vOTU inh: 6

(more compounds)
Order of results – MazF activator	PrPC surface inh	Anthrax LF inh2	BoNT A protease	SSB-PriA inh	Rv3671c inh	BoNT-F LC inh	3CLpro inhibitor	VHR inh abs	CCHF vOTU inh
> CC(NC(=O)c1cc(S(=O)(=O)N2CCOCC2)ccc1F)c1ccc(-n2ccnc2)cc1 (configuration not stated)
→ 2	-7	-12	-0.2	-4	-2	-5	nt	nt	6
> COc1ccc(C(CNC(=O)CNC(=O)c2ccccc2Cl)N2CCCC2)cc1 (configuration not stated)
→ 2	-3	-4	-3.5	-5	-1	9	nt	nt	6
> O=C(C[n+]1cc(-c2ccc(Cl)cc2)n2c1CCC2)Nc1nc(-c2ccccc2)cs1
→ -18	-3	-6	?	9	0	?	3	-13	4
> Cn1c(=O)n(CC(N)=O)c(=O)c2c1nc1n2CCCN1Cc1ccccc1
→ 12	10	-7	-0.8	-7	nt	-9	-3	7	1
> O=C(COC(=O)C1CCN(c2ccc(C(F)(F)F)cn2)CC1)Nc1ccc(Cl)cc1
→ -6	7	0	-3.4	-16	-22	6	nt	nt	11
> CCNC(=S)N(CCc1c(C)[nH]c2ccc(Cl)cc12)Cc1cccnc1
→ 7	6	-3	-4.8	10	9	-34	-1	3	-4
> CSc1n[nH]c(-c2sccc2OCc2ccc(C)cc2)n1
→ 7	0	17	-0.7	-4	-6	-9	-1	21	6
> Cc1cc[n+](-c2[nH]c(=O)sc2/C=N/NC(=O)c2ccccc2[O-])cc1C
→ -4	-21	1	-0.2	nt	8	1	-1	22	5
> CCOc1ccc2[nH]cc(S(=O)(=O)c3ccc(C)cc3)c(=O)c2c1
→ -2	11	-7	0.2	-1	8	8	1	24	7
> COc1cccc(C(C#N)N2CCOCC2)c1 (configuration not stated)
→ 1	-5	-2	0.3	2	-1	-2	1	3	-6
> CCOC(=O)C1(CCOc2ccccc2)CCN(Cc2ccccc2OC)CC1
→ -4	-6	-5	-1.4	-10	-3	-12	3	11	20
> Cc1occc1-c1nnc(SCC(=O)NC(C)(C)C)n1CC(C)C
→ -1	-7	4	0.4	2	-3	-2	2	26	7
> Cc1ccc2oc(C(Cl)(Cl)Cl)cc(=O)c2c1
→ -5	0	-5	1.0	-21	-3	-2	1	26	-16
> COc1ccc(OC)c(S(=O)(=O)N2Cc3ccccc3CC2C(=O)Nc2nccs2)c1 (configuration not stated)
→ 0	-1	-1	-0.2	-5	-10	2	1	-15	7
> Cc1nnc(SCC(=O)NC2CCCCCC2)n1C
→ 2	-1	-2	1.0	-11	-8	4	6	33	14
> O=C(/C=C/c1ccccc1)Nc1ccc(N2CCCCC2)cc1
→ 7	6	0	-1.4	15	-7	-5	1	1	-9
> Cc1ccc(N2CSC3=C(C#N)C(c4cccs4)CC(=O)N3C2)cc1 (configuration not stated)
→ -2	1	-1	1.2	4	-5	17	-1	11	16
> CCc1ccc2[nH]c(=O)c(CN(CCO)C(=O)NCc3ccccc3)cc2c1
→ 7	0	5	0.2	-2	-9	-3	nt	8	-2
> CC1Cc2cc(S(=O)(=O)N3CCC(C(=O)Nc4ccccn4)CC3)ccc2N1C(=O)C1CCC1 (configuration not stated)
→ 5	-2	2	0.7	3	-4	5	-7	13	-3
> O=C1CCCN2N=C(SCC(=O)Nc3ccc(Cl)cc3)SC2=N1
→ 25	6	2	1.4	-18	1	3	1	17	10
> Cc1ccc(S(=O)(=O)NNC(=O)C(=O)NNS(=O)(=O)c2ccc(C)cc2)cc1
→ 2	-4	-1	-0.7	1	6	-6	-2	11	2
> Cc1nc(NC(=O)CSc2nnc(-c3ccccc3)c(-c3ccccc3)n2)c(Cl)cc1Cl
→ -10	0	2	3.4	-6	-21	16	-2	-1	-1
> O=C(COC(=O)CCNS(=O)(=O)c1ccc(Cl)cc1)NCc1ccco1
→ -2	-1	nt	nt	-9	1	nt	4	26	2
> O=C1CCC(=O)N1CC(O)COc1ccccc1 (configuration not stated)
→ -3	2	-6	-1.0	-13	-1	?	2	4	-7
> COC(=O)C(C)Oc1ccc2c(-c3cccc([N+](=O)[O-])c3)cc(=O)oc2c1 (configuration not stated)
→ 6	2	-7	?	-1	0	2	1	25	-5
> COc1ccc(CN(CC(=O)NC(C)C)C(=O)CCC(=O)Nc2nccs2)cc1
→ -2	5	-3	0.5	-4	-7	13	-6	24	11
> Cc1ccc(S(=O)(=O)NCc2ccc(C(=O)N3CCCC3)cc2)cc1
→ -1	-4	-5	1.0	0	-14	-2	-2	-8	-14
> Cc1ccc(C)c(C(=O)C(C)Sc2nc3nn(-c4ccccc4)c(=O)c-3c3n2CCCCC3)c1 (configuration not stated)
→ -7	3	-2	1.9	2	1	5	-2	10	-15
> COC(=O)N/N=C\c1cccc(OC(=O)c2cccs2)c1
→ 9	-2	0	-0.8	nt	-4	-3	4	8	9
> CCN1CCCC1CNC(=O)CCc1nc(-c2ccc(C)cc2)no1 (configuration not stated)
→ 4	2	-3	-8.0	6	3	?	2	28	18
> O=C(Nc1cccc(O)c1)c1cccc(NC(=O)c2cccs2)c1
→ 12	3	-6	-2.1	-6	-18	1	-3	36	-11
> O=C(COc1ccc2ccccc2c1)Nc1ccncc1
→ -2	10	-4	-0.1	-9	-14	1	-6	2	0
> COc1ccc(Cl)cc1NC(=O)COC(=O)CCCN1C(=O)c2ccccc2C1=O
→ 3	-1	1	-0.3	0	-10	-1	-3	0	-2

The list is partial; rates above refer to the full screens.
